E-sel inducer = induces E-selectin expression in human endothelial cells; P16581; HUVEC E-selectin immunofluorescence imaging; normalized: neutral wells 0, TNF-alpha wells 100; activation, % at 7.58 µM; 0.37% of 260,000 active;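 active = mean E-selectin-positive cell signal at least 10% of the positive control, reached in at least 60% of replicates, without over 20% cell loss; inconclusive = no rule given, readout overlaps actives, possibly toxicity-flagged; inactive = the rest, including those meeting only one limit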;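 note: in these data hits start at about 27%; measured in HUVEC primary endothelial cells; signal is the percent of cells scored E-selectin positive by PE staining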
Target sequence (P16581 whole entry, looked up): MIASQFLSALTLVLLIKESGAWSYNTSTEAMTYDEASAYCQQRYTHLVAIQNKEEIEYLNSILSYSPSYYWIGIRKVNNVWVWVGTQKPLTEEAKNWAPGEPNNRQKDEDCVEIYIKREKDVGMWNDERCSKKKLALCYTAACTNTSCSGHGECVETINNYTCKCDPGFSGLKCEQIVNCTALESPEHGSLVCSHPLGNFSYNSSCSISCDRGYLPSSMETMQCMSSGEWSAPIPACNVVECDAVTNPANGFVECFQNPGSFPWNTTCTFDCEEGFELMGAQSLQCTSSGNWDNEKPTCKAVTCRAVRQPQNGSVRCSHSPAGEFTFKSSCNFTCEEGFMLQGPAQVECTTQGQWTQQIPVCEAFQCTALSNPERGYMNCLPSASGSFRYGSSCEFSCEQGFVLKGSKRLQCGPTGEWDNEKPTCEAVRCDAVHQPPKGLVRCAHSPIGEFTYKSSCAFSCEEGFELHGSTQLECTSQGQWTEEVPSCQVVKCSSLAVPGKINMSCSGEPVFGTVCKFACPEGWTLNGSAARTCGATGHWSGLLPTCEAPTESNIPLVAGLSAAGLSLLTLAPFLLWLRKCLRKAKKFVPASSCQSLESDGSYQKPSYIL
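Read-out basis: % PE-positive cells; Test system: HUVEC primary endothelial cells; Technique: immunofluorescence imaging; Dosing: single-point compound dose.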
RAD52 inh = RAD52 (human) annealing inhibition. P43351. recombinant RAD52 DNA annealing, FRET fluorescence. inhibition, % at 18.7 µM. 0.46% of 360,000 active. AID 651710;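 active = every replicate showing at least 50% inhibition; inconclusive = mean inhibition at least 50% but not in every replicate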
GSIS activator = GLuc luminescence reporter in INS-1E cells, primary screen for activators of glucose-dependent secretion of insulin. activation, % at 16.6 µM. 0.61% of 370,000 active. INS-1E GLuc reporter insulin secretion, 2-3 h. AID 743287;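 active = lowest replicate activation of at least 40%, so every replicate reaches that level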;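 note: 0% = median of neutral control wells and 100% = median of IBMX positive control wells; some compounds called inactive have numbers as strong as hits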
CASP6 VEID inh = caspase-6 (human) enzyme inhibition. inhibition, % at 12.5 µM. P55212. AID 686996. 0.53% of 350,000 active. purified caspase-6, Z-VEID-R110 cleavage fluorescence;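 active = mean inhibition across replicates at least about 35%, with every replicate also reaching that limit, limit read from the data; inconclusive = only one of the two criteria met; inactive = neither criterion met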;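 note: 0% = median of neutral control wells and 100% = no fluorescence left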
Target sequence (P55212 24-179 limits assumed): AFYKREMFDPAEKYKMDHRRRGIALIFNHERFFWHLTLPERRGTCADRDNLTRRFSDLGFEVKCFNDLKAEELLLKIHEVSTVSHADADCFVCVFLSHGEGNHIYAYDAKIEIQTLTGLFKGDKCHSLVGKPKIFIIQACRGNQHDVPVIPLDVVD
Target sequence (P55212 194-293 limits assumed): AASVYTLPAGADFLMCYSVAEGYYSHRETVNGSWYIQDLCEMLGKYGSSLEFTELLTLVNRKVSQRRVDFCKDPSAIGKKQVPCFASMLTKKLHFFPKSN
RAD54 branch = inhibitors of human RAD54 branch migration; 0.14% of 360,000 active; inhibition, % at 10.4 µM; AID 602329; Q92698; RAD54 Holliday junction branch migration, FAM/BHQ fluorescence;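 active = mean normalized replicate activity at least 40 and at least half of replicates scoring 40 or more; inconclusive = only one of the two criteria met; inactive = mean below 40 and under half of replicates reaching 40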;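 note: 0% = median of neutral control wells and 100% = median of positive control wells; inhibitors cause a drop in the FAM fluorescence signal; in these data hits start at about 50%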
CFTR F508del cor = correctors of CFTR F508del function in bronchial epithelial cells. CFBE cells, YFP halide quenching; stimulated with forskolin plus potentiator P3; % fluorescence drop versus neutral controls. activity (quench increase), % at 7.58 µM. 0.36% of 350,000 active;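 active = mean added fluorescence quench of at least 8% versus neutral control, with both replicates also reaching 8%; inconclusive = only one of the mean or replicate conditions met; inactive = mean below 8% and not both replicates reaching 8%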;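 note: cells transiently co-express mutant CFTR-F508del with the halide-sensitive YFP; corrector assay measuring rescue of mutant channel to the surface after 24 h compound exposure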
XiGFP reactiv = reactivates the inactive X chromosome in mouse fibroblasts; activation, % at 7.58 µM; XiGFP mouse fibroblasts, % GFP-positive cells imaging, 3 d; cells co-treated with 5-aza-dC sensitizer; scaled so ellipticine positive control = 100%; 0.055% of 360,000 active;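 active = mean normalized replicate activation at least 10% and every replicate at or above 10%; inconclusive = only one of the two criteria met; inactive = mean below 10% and not all replicates reach 10%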;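 note: 0% = median of on-plate neutral control wells and 100% = ellipticine 6 µM median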
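System: 68-5-11 XiGFP fibroblast line | Buffer or medium: DMEM containing 5-aza-dC | Compound: Single point | Times: Compounds 3 days, fix/stain 15 min at room temperature | Benchmarks: Positive control ellipticine, 6 µM final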
DENV2 CPE rescue = inhibitors of DENV2 cytopathic effect. DENV2-infected cells, cytopathic effect rescue, plate reader. CPE inhibition, % at 9.99 µM. 1.7% of 350,000 active; in the data active = CPE inhibition above about 20%, passing the limit was not always enough; inconclusive = no clear call, values can overlap the other calls; tested in BHK-21 cells;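 note: 0% = median of neutral control wells and 100% = median of positive control wells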
Starred values were filed as active, the others as inactive; u = inconclusive; x = not tested or not shown. The order is random; about 3.7% have a hit in one of these screens.

Compound	E-sel inducer	RAD52 inh	GSIS activator	CASP6 VEID inh	RAD54 branch	CFTR F508del cor	XiGFP reactiv	DENV2 CPE rescue
O=[N+]([O-])c1cc(Cl)ccc1N1CCN(c2ccccc2O)CC1	x	-5.5	-0.1	4.5	x	-1.1	0.0	3.4
CN(C(=O)CSc1nc(C2CC2)n(-c2ccccc2)n1)C1CCS(=O)(=O)C1 (stereo not drawn)	x	-4.0	12.3	1.5	11.2	1.1	0.0	6.4
CCOC(=O)c1oc2c(CN3CCN(CCO)CC3)c(O)c(CC)cc2c(=O)c1-c1nc2ccccc2s1	x	-23.8	6.4	4.0	x	1.9	0.0	-3.1
C/C(=N\NC(=O)c1ccc(N(C)C)cc1)c1cccnc1	x	-17.4	6.1	-5.1	-7.5	4.0	0.1	-5.4
O=C(CSc1nnc(CNC(=O)c2ccc(F)cc2)o1)NCC1CCCO1 (stereo not drawn)	-0.4	-14.6	-1.7	-0.9	-6.2	0.8	-0.1	0.5
C=CCC(O)c1c(-c2ccccc2)nn(C)c1Cl (stereo not drawn)	x	-4.3	30.5	0.4	x	-0.8	0.0	-1.9
CCOC(=O)C(C)Sc1nc(=O)n2cccc(C)c2n1 (stereo not drawn)	x	3.3	7.7	0.0	x	-1.8	0.1	2.2
COCC(=O)Nc1ccc2c(c1)C(=O)N(C)[C@H]1CC[C@@H](CC(=O)NCCc3ccccc3)O[C@H]1CO2	0.3	6.9	-0.3	-2.6	6.3	-0.3	0.2	-9.0
C[C@@H]1CCCCO[C@@H](CN(C)C(=O)Nc2ccc3c(c2)OCO3)[C@@H](C)CN([C@@H](C)CO)C(=O)c2cc(NC(=O)Nc3ccc(F)cc3)ccc2O1	-0.2	-7.5	29.7	0.3	-0.7	-0.5	0.4	2.9
Cc1nn(-c2ccccc2)c(C)c1NC(=O)COC(=O)c1ccccc1	x	-3.4	16.6	-0.7	3.0	-1.2	0.1	1.1
COc1ccc(CCC(=O)OCC(=O)NCc2ccc3c(c2)OCO3)cc1	-1.0	-25.1	17.0	2.2	-4.2	1.7	0.0	17.0
COc1ccc(CNC(=O)N2CCN(c3cccc(C)c3C)CC2)cc1OC	x	-5.9	-11.0	0.2	3.1	-2.4	-0.1	0.0
C[C@H]1CN([C@@H](C)CO)S(=O)(=O)c2ccc(C#CCC3CCCC3)cc2O[C@@H]1CN(C)C(=O)c1cnccn1	0.7	8.3	-8.9	0.6	0.3	0.1	0.1	u
CC(OC(=O)CN1C(=O)NC2(CCCC2)C1=O)C(=O)Nc1cccc(Cl)c1Cl (stereo not drawn)	0.1	-1.1	0.2	-3.7	x	1.1	0.0	0.6
O=C(NCc1cc(Cl)cc(Cl)c1)c1ccc2nc([C@@H]3O[C@H](CO)[C@@H](O)[C@H]3O)[nH]c2c1	-0.1	-19.8	55.8*	0.7	-0.4	-2.7	0.0	-4.7
CC(Oc1ccc(F)cc1)C(=O)Nc1ccccc1C(=O)NC1CC1 (stereo not drawn)	-0.1	-4.9	12.4	3.2	x	-2.6	0.2	0.8
O=C(CNc1ccc2ccccc2c1)N/N=C/c1ccccn1	x	-18.6	-7.0	2.5	-0.3	5.2	0.9	7.7
O=C(c1ccccc1F)N1CC(=O)N2[C@H](CO)[C@H](c3ccc(C#Cc4ccccc4)cc3)[C@H]2C1	0.2	-7.0	-24.4	0.4	x	4.1	0.0	-4.6
CN(C(=O)COC(=O)C1COc2ccccc2O1)c1c(N)n(Cc2ccccc2)c(=O)[nH]c1=O (stereo not drawn)	x	-6.4	-3.3	1.6	x	0.1	0.2	1.5
COc1ccc(NC(=O)NC2(C(=O)N3CCCC(C)C3)CCCCC2)cc1 (stereo not drawn)	0.6	-15.4	3.2	2.0	-7.3	-0.1	-0.1	18.5
COc1ccc(N2C(=O)c3ccccc3NC(=O)C2C(=O)NCCc2ccccc2F)cc1 (stereo not drawn)	u	-3.9	-24.3	-2.2	x	2.1	0.0	-2.0
COCCn1c(-c2cccs2)csc1=Nc1cccnc1	1.2	-5.4	15.6	-2.6	x	0.2	0.0	0.3
CCNC(=O)[C@H]1[C@H](CO)[C@H]2Cn3c(ccc(-c4ccccc4F)c3=O)[C@@H]1N2CCC(F)(F)F	-0.5	-3.5	5.0	0.0	-12.6	-1.7	-0.1	4.2
COC(=O)c1cc(=O)n(CCc2ccc(OC)cc2)c(=Nc2ccc(F)c(Cl)c2)s1	-0.1	-1.5	5.1	-1.6	-0.1	-2.2	0.2	4.5
C[C@H]1CN([C@@H](C)CO)C(=O)Cc2cc(NC(=O)C3CCCCC3)ccc2O[C@H]1CN(C)S(=O)(=O)c1cn(C)cn1	-0.1	3.8	-2.4	2.9	-1.8	1.4	0.2	3.9
COc1ccc(CN(C)C[C@@H]2OCCCC[C@@H](C)Oc3ccc(NS(=O)(=O)c4cn(C)cn4)cc3C(=O)N([C@H](C)CO)C[C@H]2C)cc1	-0.2	23.3	-1.3	-1.1	6.1	-2.5	-1.0	-3.5
COc1ccc(NC(=O)COC(=O)C2CCN(S(=O)(=O)c3ccccc3)CC2)cc1Cl	x	-6.9	2.4	1.3	-0.4	-0.1	0.0	u
COc1ccc(OC)c2nc3c(C(=O)NCCN(C)C)cccc3nc12	3.8	104.6*	-6.4	-19.9	x	7.3	0.3	-7.3
CCCC#Cc1ccc([C@@H]2[C@@H](CO)N3CCCCN(S(=O)(=O)Cc4ccccc4)C[C@H]23)cc1	-0.5	-6.4	-7.1	-4.9	-4.2	1.8	0.1	6.5
COc1ccccc1NC(=O)Nc1nn(C)c2cccc(OC)c12	0.1	-1.9	-7.8	-3.6	10.3	-0.1	0.0	-3.2

Later entries:
Compound	E-sel inducer	RAD52 inh	GSIS activator	CASP6 VEID inh	RAD54 branch	CFTR F508del cor	XiGFP reactiv	DENV2 CPE rescue
COCC(=O)N1C[C@H](C)[C@H](OC)CN(C)C(=O)c2cc(NC(=O)C3CCC3)ccc2OC[C@@H]1C	-0.2	-2.9	5.0	3.6	-6.8	-1.2	0.7	-6.0
COCCOc1ccc(C(F)(F)F)cc1NC(=O)CN1C(=O)NC(C)(c2ccc3c(c2)OCO3)C1=O (stereo not drawn)	-1.9	-1.8	-27.0	2.2	x	0.7	0.1	0.7
O=S(=O)(NCC1CCN(c2ccc(S(=O)(=O)N3CCOCC3)cc2)CC1)c1ccccc1	-0.1	-78.3	-16.9	-0.4	-13.8	1.3	0.2	12.4
CC(C)NC(=O)Nc1ccc2c(c1)C(=O)N([C@@H](C)CO)C[C@@H](C)[C@H](CN(C)Cc1ccccc1)O2	-0.1	-6.0	7.7	-0.3	8.5	0.0	-0.1	-7.6
O=C(COc1ccc(Cl)cc1Cl)N/N=C/C1CC=CCC1 (stereo not drawn)	x	-13.5	0.7	-1.6	10.9	0.0	0.8	-10.6
COc1cc(CO)cc(I)c1O[C@H]1C=C(C(=O)NCCO)C[C@@H](NC[C@@H]2CCCO2)[C@@H]1O	x	4.4	x	-1.6	-3.0	1.2	x	-7.3
Cc1noc(C)c1S(=O)(=O)Nc1ccc2c(c1)C(=O)N([C@@H](C)CO)C[C@H](C)[C@H](CN(C)S(=O)(=O)c1cn(C)cn1)O2	-0.1	-1.1	-6.6	-3.0	2.6	3.3	0.0	4.4
NC(=O)c1cc(S(=O)(=O)N2CCCC2)ccc1OCCOc1ccccc1	-0.1	-14.8	4.8	-5.6	9.3	4.4	0.0	-9.5
CCCOc1ccc(C(=O)N2CC3(CC(c4cccc(NC(=O)[C@@H]5CCC(=O)N5)c4)=NO3)C[C@H]2C(=O)NC2(C(N)=O)CC2)cc1 (stereo partly drawn)	-0.1	0.3	-2.9	-0.5	2.2	2.4	-0.1	-1.4
CS(=O)(=O)Nc1ccc2c(c1)[C@H]1C[C@@H](CC(=O)NCc3ccc(Cl)cc3)O[C@H](CO)[C@H]1O2	0.2	8.7	0.2	-0.9	-1.0	2.6	0.5	-0.8
CCC1(O)CC2CN(CCc3c([nH]c4ccccc34)C(C(=O)OC)(c3cc4c(cc3OC)N(C=O)C3C(O)(C(=O)OC)C(OC(C)=O)C5(CC)C=CCN6CCC43C65)C2)C1 (stereo not drawn)	6.1	-0.7	-14.0	-3.7	x	-0.3	1.6	-6.9
O=C(CN(C(=O)CCC(=O)Nc1nccs1)c1ccc(F)c(Cl)c1)NCC1CCCO1 (stereo not drawn)	x	-14.1	3.0	-3.2	-3.8	-0.8	0.0	0.4
CC(C)Oc1ccc(S(=O)(=O)N2CCOCC2)cc1NC(=O)C(C)Oc1ccc(F)cc1 (stereo not drawn)	x	0.6	-5.9	2.0	4.0	3.8	0.0	-1.3
Cc1cccnc1Nc1nc(-c2ccccc2)cs1	x	1.2	-1.8	-1.4	1.1	6.9	0.3	-1.2
CN(Cc1ccccc1)C(=O)c1ccccc1NC(=O)c1ccccc1	x	-5.8	3.6	2.0	-4.6	-1.6	x	x
Cc1ccccc1C(=O)NC1CCN(C(=O)NC2CCCCC2)CC1	0.7	-13.5	4.5	-3.1	-5.3	-2.8	0.2	2.0
C[C@H]1CN([C@@H](C)CO)C(=O)c2cccc(NC(=O)c3nc4ccccc4s3)c2O[C@H]1CN(C)Cc1ccc(-c2ccccc2)cc1	-0.1	-9.3	-15.1	-1.3	7.2	3.2	0.2	-5.8
C[C@@H]1CN([C@@H](C)CO)C(=O)Cc2cc(NC(=O)NC3CCCCC3)ccc2O[C@@H]1CN(C)C(=O)Nc1ccccc1	0.4	-1.0	13.1	-1.0	2.8	0.7	-0.3	-6.2
CSCCC(NC(=O)c1ccc(Cl)cc1)C(=O)O (stereo not drawn)	0.6	-7.5	-0.1	-1.9	x	-1.0	0.2	-6.5
Cc1cnc(C(=O)N2CCN(c3ccc(C(F)(F)F)cn3)CC2)cn1	-0.1	0.8	6.7	2.1	-8.5	x	0.0	1.6
Cc1ccc(-n2ncc3c(=O)[nH]c(SCC(=O)N4CCCCC4)nc32)cc1	1.6	-27.2	-5.2	0.5	-3.2	-0.1	2.8	u
COc1ccc(NC(=O)Nc2ccc3c(c2)C(=O)N([C@H](C)CO)C[C@H](C)[C@@H](CN(C)C(=O)NC2CCCCC2)OCCCC[C@@H](C)O3)cc1	-0.4	-13.6	8.1	0.0	-5.9	2.0	-1.1	-4.1
Cc1ccnc(NC(=O)/C=C/c2ccccc2Cl)c1	-1.3	-0.8	2.9	2.2	x	4.7	0.1	3.8
C[C@@H]1CN([C@H](C)CO)C(=O)c2cc(NC(=O)Nc3ccc4c(c3)OCO4)ccc2O[C@@H](C)CCCCO[C@@H]1CN(C)CC1CCCCC1	1.2	11.2	-11.4	-0.7	-3.5	-4.0	-0.1	-6.8
C[C@@H]1CCCCO[C@@H](CN(C)S(=O)(=O)c2ccc(F)cc2)[C@H](C)CN([C@H](C)CO)C(=O)c2cc(NC(=O)CCCN(C)C)ccc2O1	0.2	21.2	-2.5	-0.4	6.0	4.3	0.3	0.8

Compound activity (PubChem BioAssay)
